aSyn UTR inh = 5' untranslated region of α-synuclein, MLPCN primary screen. 0.82% of 300,000 active. AID 1813. inhibition, % (tested at 7.5 µM). alpha-synuclein 5'UTR reporter, inhibitor activity; in the data active = inhibition above about 60%;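 note: H4 neuroglioblastoma cells stably carrying SNCA 5'UTR luciferase fusion; 0% = DMSO wells and 100% = positive control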
HSP90 refold inh = blocks HSP90-mediated luciferase refolding in reticulocyte lysate | Rabbit reticulocyte lysate, luciferase refolding luminescence, 3 h | inhibition, % at 5.6 µM | 0.91% of 290,000 active;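 active = inhibition above the screen-wide mean plus 3 SD, computed separately per campaign, cut at about 16% in these data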;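 note: 0% = DMSO wells and 100% = 60 µM geldanamycin wells; inhibitors lower the luminescence because luciferase stays unfolded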
HSF-1 act = increases HSF-1 driven luciferase reporter signal; 1.7% of 300,000 active; activation, % at 9 µM; NIH3T3-HGL HSF-1 luciferase reporter, MG132, 8 h; 100% = twice DMSO control signal;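 active = mean replicate activation of at least 50% with a set share of replicates each reaching 50%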;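 note: 0% = median of the neutral control wells and 100% = twice that signal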
KLF5 inhibitor = inhibitors of KLF5 expression; DLD-1 KLF5 promoter-luciferase reporter, luminescence; inhibition, % at 5 µM; 0.23% of 290,000 active;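 active = inhibition above a per-plate limit of that plate's mean compound inhibition plus 3 SD, cut at about 60% in these data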;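 note: 0% = DMSO wells and 100% = LY294002 at 200 µM; higher means less KLF5 promoter-driven luciferase light; inactives centre near -14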
HIF act = HIF pathway transcriptional activation; U2OS HRE-luciferase reporter, luminescence; normalized: DMSO 0%, desferrioxamine 100%; activation, % at 7.5 µM (by protocol); 0.32% of 300,000 active; AID 1910;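 active = mean activation of at least 10% of the iron chelator positive control signal, with at least half of replicates also reaching 10%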
IEC-6 cytotox = kills IEC-6 intestinal cells in KLF5 counter-screen. IEC-6 cytotoxicity, luminescence viability. inhibition, % at 5 µM. 0.78% of 290,000 active; in the data active = inhibition above about 22%;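 note: 0% = plate median of test compound wells and 100% = cytotoxic reference compound wells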
HSF1 inhib = HSF1 inhibition; 0.77% of 300,000 active; AID 2098; activity change, negative = inhibition, % at 7.5 µM (by protocol); NIH3T3-HGL HSE-luciferase, MG132-induced, luminescence 8 h; active compounds read low;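 active = more than half of replicate wells show activity change below -50%, luminescence cut by over half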;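 note: luciferase reports HSF-1 transcriptional activity via heat shock element; 0% = median of DMSO wells and -100% = zero luminescence signal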
AI-2 QS modul = Vibrio harveyi AI-2 quorum sensing modulation; Vibrio harveyi JMH597 AI-2 luminescence/OD600 ratio, 9 h; active compounds read low; strain lacks LuxN and CqsS sensors; 0 = neutral-control median; activity change, % at 7.5 µM; 0.4% of 300,000 active; AID 2094; in the data active = activity change below about -75%, passing the limit was not always enough;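 note: luminescence divided by OD600 gain over 9 h not by final OD600 alone; inactives centre near 13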
HDAC3 inh = blocks human histone deacetylase 3; O15379; recombinant HDAC3, fluorogenic peptide/trypsin coupled, fluorescence; inhibition, % at 8.3 µM; 0.15% of 320,000 active; AID 2718; in the data active = inhibition above about 26%, passing the limit was not always enough
Target sequence (O15379 whole entry, looked up): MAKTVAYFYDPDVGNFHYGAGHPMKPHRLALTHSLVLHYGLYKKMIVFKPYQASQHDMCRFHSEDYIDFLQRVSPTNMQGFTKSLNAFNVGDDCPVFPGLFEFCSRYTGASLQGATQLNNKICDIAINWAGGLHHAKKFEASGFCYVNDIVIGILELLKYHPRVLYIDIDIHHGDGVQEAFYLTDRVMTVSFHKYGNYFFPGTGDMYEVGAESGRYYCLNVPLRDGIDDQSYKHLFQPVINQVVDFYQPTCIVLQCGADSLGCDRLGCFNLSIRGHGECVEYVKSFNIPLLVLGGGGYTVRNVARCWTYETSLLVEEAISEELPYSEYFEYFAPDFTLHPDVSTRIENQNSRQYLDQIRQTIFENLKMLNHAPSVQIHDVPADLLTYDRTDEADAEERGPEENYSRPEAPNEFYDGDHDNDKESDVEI
Platelet DG rel = modulates dense granule release in human platelets | 0.22% of 300,000 active | inhibition, %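 (compounds screened at 7.5 µM in platelet-rich plasma)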 | human platelet-rich plasma, SFLLRN dense granule ATP release, luminescence;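 active = mean replicate score, as percent of positive control, at or above 50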
* marks the source's active call; other numbers are inactive results; x = not tested or not shown.

Below each compound – aSyn UTR inh, HSP90 refold inh, HSF-1 act, KLF5 inhibitor, HIF act, IEC-6 cytotox, HSF1 inhib, AI-2 QS modul, HDAC3 inh, Platelet DG rel
CCOc1ccc(CCNC(=O)CS(=O)(=O)Cc2nc(-c3cccc(OC)c3)oc2C)cc1
→ 6, -1, 4, -31, 0.0, -4, -7, 15, -7, -1
O=C(Cn1c(=O)cnc2ccccc21)N1CCN(S(=O)(=O)c2ccccc2Br)CC1
→ -5, x, 9, x, 0.0, x, -2, -4, 10, -18
CN(c1c(C#N)c(C(F)(F)F)nn1C)N(S(C)(=O)=O)S(C)(=O)=O
→ 5, 4, -18, -7, -0.7, -4, 1, -1, -1, -4
COc1ccc(N=N/C(=C\O)C(=O)c2ccco2)cc1
→ -57, 0, 21, -2, 0.5, -8, 12, 0, -3, 4
O=C(COC(=O)c1cc([N+](=O)[O-])ccc1N1CCOCC1)Nc1cccc(F)c1
→ 33, 3, -10, 9, -0.8, 0, 6, 38, 5, -26
Cn1c(SCC(=O)Nc2ccccc2C(F)(F)F)nc2c(c1=O)SCC2
→ -13, -2, 0, -18, -0.5, 6, 5, 8, -3, 1
O=C(Cn1cnc2ccccc2c1=O)c1ccc2c(c1)OCCO2
→ -130, 2, 24, -166, 1.6, 1, 16, 19, -12, 1
COCC(C)NC(C(=O)Nc1cccc(C(C)=O)c1)c1ccccc1 (stereo unspecified)
→ -9, 0, 15, 0, -0.7, -5, 0, -3, -6, -24
CCN1/C(=C/C(=O)c2ccco2)Sc2ccccc21
→ -42, 6, 13, -1, 0.7, 8, 7, 42, 1, 4
COc1cccc(Cn2cccc(NC(=O)Nc3cccc(C#N)c3)c2=O)c1
→ 27, -1, 5, -16, 0.1, -2, 0, 17, 0, 4
CCOCCn1c(CN2CCN(CC)CC2)nc2c1c(=O)n(C)c(=O)n2C
→ 2, 2, -12, -3, 0.0, 3, 2, 7, 6, 16
O=C(CCCN1C(=O)c2cccnc2C1=O)Nc1ccccc1F
→ -3, 1, 0, -33, -0.2, -3, 5, 13, 6, 0
Cc1nc(Cl)c(C(=O)NC(C)(C)C)c(C)c1Cl
→ 6, 5, -2, -25, -0.6, 0, 4, 11, 0, -6
Cc1onc(-c2ccccc2Cl)c1C(=O)Oc1cc(N)n(S(=O)(=O)c2ccc(F)cc2)n1
→ x, 4, x, -9, x, -2, x, x, -2, x
CC1CCCN(CCOCCOc2ccccc2-c2ccccc2)C1 (stereo unspecified)
→ 6, 1, 1, -24, -0.4, 5, 1, 9, -1, -4
S=c1nc(-c2cc(Cl)cc(Cl)c2)[nH][nH]1
→ 5, 3, -14, -4, 0.1, 3, -4, -4, 3, 3
CC(=O)Nc1ccc(S(=O)(=O)Nc2cccc(C(=O)NC(C)(C)C)c2)cc1
→ -9, 0, -15, -15, 0.0, -4, -8, 8, 4, 1
COc1ccc(C(C[N+](=O)[O-])c2c(-c3ccccc3)cc3ccccn23)cc1 (stereo unspecified)
→ -51, 3, 23, -1, 1.0, 0, 16, 41, 6, -2
CC(C)(C)OC(=O)[C@H](Cc1ccccc1)NC(=O)c1nc[nH]c1C(=O)N1CCN(c2ccccc2)CC1
→ 3, 2, -11, -17, -3.3, 2, 2, 19, 12, -1
COc1cc(OC)c(C2=NOC(C(=O)NCc3cccnc3)C2)cc1Cl (stereo unspecified)
→ -56, -3, 9, -3, 2.7, 3, 3, 5, -1, 6

(more compounds)
Below each compound – aSyn UTR inh, HSP90 refold inh, HSF-1 act, KLF5 inhibitor, HIF act, IEC-6 cytotox, HSF1 inhib, AI-2 QS modul, HDAC3 inh, Platelet DG rel
O=C1CCCN1CCCNc1ncnc2c1[nH]c1ccc(Cl)cc12
→ -59, -2, 23, -51, 0.9, 7, 14, 8, -4, -2
O=C(O)C1CC=CCC1C(=O)N1CCN(c2nc(-c3ccccc3)c3ccccc3n2)CC1 (stereo unspecified)
→ 23, -1, -24, 8, -0.9, 1, -8, -1, -10, 8
CCOC(=O)C1CCN(Cc2nnnn2CCc2ccccc2)CC1
→ -32, -4, 0, -6, -0.3, -4, -4, 12, -1, 2
CC(C)C(C)NC(=O)COc1ccc(S(=O)(=O)N2CCOCC2)cc1[N+](=O)[O-] (stereo unspecified)
→ -2, -6, 5, -4, -0.1, 6, -3, 13, -10, -2
COCCn1c(SCC#N)nnc1-c1ccc2c(c1)OCO2
→ 3, -2, -1, -42, 0.1, -2, -10, 9, -1, 3
Cc1nn(-c2ccccc2)c(N2CCCC2)c1/C=N/Nc1ccc(S(=O)(=O)Nc2ccccc2)cc1[N+](=O)[O-]
→ 50, -6, 2, -3, -0.6, -1, -14, 9, -1, 6
CCc1nnc(NC(=O)CSc2nnc(COc3ccccc3C)o2)s1
→ -18, -3, 4, -6, 0.7, 1, 5, 19, -5, 12
CC1CCCCN1c1ccc(N)cc1C(N)=O (stereo unspecified)
→ -7, -1, 9, -19, -0.1, -6, 3, 4, 6, -10
Cc1ccc(S(=O)(=O)N2CCCC2C(=O)NCc2ccncc2)cc1 (stereo unspecified)
→ 5, 0, 6, -12, 0.1, -4, -4, 15, -2, -20
CCOC(=O)C1CCCN(C(=O)c2[nH]c3ccc(OC)cc3c2C)C1 (stereo unspecified)
→ -19, -2, 2, -15, -0.8, -7, -6, 14, 1, 2
CC(Sc1ccsc1[N+](=O)[O-])C(=O)NCc1ccco1 (stereo unspecified)
→ 20, 5, 20, -27, -0.2, -3, 2, 9, 8, 1
CC(C)CCN(C(=S)Nc1cccc(F)c1)C1CCN(C(C)C)CC1
→ -7, -4, -2, -25, -0.3, 0, -4, 3, -7, 11
COc1ccc(NC(=O)CCN2C(=O)c3ccc([N+](=O)[O-])cc3C2=O)c(OC)c1
→ 20, 0, 5, -21, 0.2, -1, -1, 0, -1, 3
Cc1ccc(C(=O)Cn2nnc3ccccc32)cc1C
→ -90, 1, 58*, -187, 2.0, 1, 30, 2, -1, -3
COc1cccc(CN2CCN(C(=O)c3cccc(OC)c3)CC2)c1
→ 12, 1, 0, -20, -1.9, 1, -1, 4, 1, 4
Cc1c(C(=O)Nc2ccccc2F)cnn1-c1ccccc1
→ -163, 3, 2, -129, 2.6, 7, 5, 12, -1, 18
CCOC(=O)c1c(NC(=O)CSc2nnnn2-c2ccccc2OCC)sc2c1CC(C)(C)NC2(C)C
→ -35, x, -3, x, 0.0, x, -3, 30, -4, 3
COc1ccc(S(=O)(=O)Nc2ccccc2C(=O)N2CCCC2)cc1OC
→ -6, 4, -3, -5, 0.4, 0, -2, 9, 4, -4
COCCn1c(SCC(=O)NC2CCCC2)nnc1-c1ccncc1
→ -4, 2, -5, -8, -0.6, 3, -11, -7, 0, -11
CC(C)NC(=O)CSc1c2c(nc3ccccc13)CCCC2
→ -29, -5, 48, 1, 0.2, -4, 31, -1, 5, -1

(next part)
Below each compound – aSyn UTR inh, HSP90 refold inh, HSF-1 act, KLF5 inhibitor, HIF act, IEC-6 cytotox, HSF1 inhib, AI-2 QS modul, HDAC3 inh, Platelet DG rel
CCN(CC)c1ccc(NC(=O)c2cnccn2)cc1S(=O)(=O)Nc1ccc(OC)cc1
→ -13, 3, 1, 3, 1.7, 7, 1, 5, 9, 30
O=C(Nc1ccc(-c2nc3ccccc3s2)cc1)c1cc(-n2cnnc2)ccc1Cl
→ -37, 6, -2, -53, 0.3, 11, 0, 17, -3, -49
Cc1ccnc(NC(=O)CCc2c(C)nc3ncnn3c2C)c1
→ -7, -1, 3, -20, 0.0, 2, -9, 32, -4, 5
N=c1n(CCN2CCOCC2)c2ccccc2n1CC(=O)c1cccc([N+](=O)[O-])c1
→ 6, -2, -5, -34, -0.5, 7, -11, 16, 3, 7
Fc1ccc(Nc2nc(N3CCOCC3)nc(N3CCOCC3)n2)cc1
→ 8, -6, -6, -4, 0.4, 2, -6, 6, -6, -14
COc1ccccc1C(=O)C1CCCN(C(=O)Nc2ccccc2F)C1 (stereo unspecified)
→ -64, -5, 16, -39, 3.2, -5, 7, -1, -11, 4
COc1ccccc1C1C2=C(N=C3SCC(=O)N31)c1ccccc1CC2 (stereo unspecified)
→ 5, 1, 17, -4, 0.2, -7, 6, 74, 4, -11
O=C(c1ccccc1)N1CCN=C1c1ccccc1
→ -2, 2, -11, 7, 0.1, 1, 2, 18, 1, 3
CCOC(=O)C1=C(C)NC(C)=C(C(=O)OCC)C1c1ccc(Br)o1
→ 4, -6, 13, -25, -0.2, 0, 7, 28, 0, -7
CN(C)c1ccc(-c2nnc(-c3ccc(S(=O)(=O)C(F)F)cc3)o2)cc1
→ -63, 1, 13, -19, 0.8, 0, 14, 8, -3, 1
COc1ccc(-c2ccccc2)cc1NCc1ccccc1C
→ -24, -2, 16, -32, 0.0, -1, 4, 16, -1, -9
O=C(Nc1cccnc1Cl)c1cc(-c2ccco2)on1
→ -80, -4, 27, -68, 4.8, -3, 13, 11, 19, -5
CC(C)CCNC(=O)C12CN(Cc3ccccc3)CC1C(c1cccc([N+](=O)[O-])c1)=NO2 (stereo unspecified)
→ 8, -1, 6, -32, -0.9, 0, 8, 5, 11, 2
Cc1nc2sc(C(c3ccco3)N3CCOCC3)c(O)n2n1 (stereo unspecified)
→ -16, 9, -14, -1, -0.1, 2, -17, 4, 5, -8
COc1ccc(C(=O)NC2CC2)cc1OC1CCN(Cc2ccccc2O)CC1
→ -7, 0, 5, -16, -0.2, 3, -3, 4, -1, 14
CC(C)(C)c1ccc(NC(=S)NCCc2ccccn2)cc1
→ -39, 2, -33, -33, -0.2, -3, -33, 1, -2, 0
CCCCCCNCc1c(F)cccc1Cl
→ -31, 1, 13, -15, 0.5, -2, 2, 5, 0, 2

Grouped by structure, the entries above with an aryl thioether with sulfur outside any ring.
Below each compound – aSyn UTR inh, HSP90 refold inh, HSF-1 act, KLF5 inhibitor, HIF act, IEC-6 cytotox, HSF1 inhib, AI-2 QS modul, HDAC3 inh, Platelet DG rel
Cn1c(SCC(=O)Nc2ccccc2C(F)(F)F)nc2c(c1=O)SCC2
→ -13, -2, 0, -18, -0.5, 6, 5, 8, -3, 1
COCCn1c(SCC#N)nnc1-c1ccc2c(c1)OCO2
→ 3, -2, -1, -42, 0.1, -2, -10, 9, -1, 3
CCc1nnc(NC(=O)CSc2nnc(COc3ccccc3C)o2)s1
→ -18, -3, 4, -6, 0.7, 1, 5, 19, -5, 12
CC(Sc1ccsc1[N+](=O)[O-])C(=O)NCc1ccco1 (stereo unspecified)
→ 20, 5, 20, -27, -0.2, -3, 2, 9, 8, 1
CCOC(=O)c1c(NC(=O)CSc2nnnn2-c2ccccc2OCC)sc2c1CC(C)(C)NC2(C)C
→ -35, x, -3, x, 0.0, x, -3, 30, -4, 3
COCCn1c(SCC(=O)NC2CCCC2)nnc1-c1ccncc1
→ -4, 2, -5, -8, -0.6, 3, -11, -7, 0, -11
CC(C)NC(=O)CSc1c2c(nc3ccccc13)CCCC2
→ -29, -5, 48, 1, 0.2, -4, 31, -1, 5, -1

Source: PubChem
